# High-throughput results: PubChem BioAssay, several laboratories
# WT yeast gro inh: growth inhibition of WT yeast, mitochondrial fusion screen. mitochondrial fusion phenotypic screen, WT strain. 190,000 tested, 2.1% active. inhibition, % at 10 µM; in the data active = inhibition above about 58%; tested in S. cerevisiae
# XIAP displacement: XIAP antagonists, biochemical, IAP family, fluorescence polarization (AID 1018) | XIAP BIR domain, fluorescence polarization peptide displacement; higher % means a stronger effect | displacement, % at 20 µM; hits with a dose series show IC50 in µM | 200,000 tested, 0.007% active; in the data active = displacement above about 50%; also: a part of the inactive calls stands beside numbers as strong as those of hits
# Dengue-2 NS5 capping: flavivirus cap methylation enzyme inhibition – biochemical, confirmation dose response, primary screen (AID 588689); Dengue-2 NS5 methyltransferase capping enzyme assay, biochemical; higher % means a stronger effect; inhibition, % at 25 µM; hits with a dose series show IC50 in µM; 340,000 tested, 0.3% active; in the data active = a potency from the dose series; inconclusive = inhibition above about 29% without an active follow-up result
# Yfh1-depleted yeast: mitochondrial function rescue without frataxin homolog – Friedreich's ataxia, plus single-dose screen, dose response (AID 1465) | S. cerevisiae Yfh1-off respiration, WST-1 reduction, 72 h; higher fold induction means a stronger effect | fold induction at 50 µM, or EC50 in µM where a hit was titrated | 220,000 tested, 0.074% active;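 active = fold induction of absorbance versus untreated yeast above a set limit, then at least 30% activation at any dose in follow-up; inconclusive = repeats straddling the limit, or above it without dose testing; inactive = fold induction below the set limit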;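 also: activators that raise dye reduction in frataxin-depleted yeast; strong numbers were not always called active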
# RSV CPE inhibition: inhibition of RSV-induced cytopathic effect – HEp-2 cells, primary 10 µM value included (AID 2391) | CPE inhibition, % at 10 µM; hits with a dose series show IC50 in µM | HEp-2 cells, RSV-induced CPE inhibition; higher % means a stronger effect | 310,000 tested, 0.13% active; in the data active = a potency from the dose series; inconclusive = CPE inhibition mostly from about 23% at the one dose, without a potency; inactive = the rest, 99 in 100 with CPE inhibition below about 21%; also: strong numbers were not always called active
# K1F lysis inhibition: inhibition of K1F phage lysis, E. coli UTI89, bacterial capsule biogenesis inhibitors, alamar blue (AID 488966). E. coli UTI89 K1F phage lysis, alamar blue, 2 h; higher % means a stronger effect. inhibition, % at 100 µM, or IC50 in µM where a hit was titrated. 340,000 tested, 0.02% active;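 active = phage lysis inhibition, versus mean bacterial control, above a set limit; inconclusive = no clear call, values can overlap the other calls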;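 also: capsule biogenesis inhibitors block K1F phage lysis so surviving cells raise fluorescence; higher fluorescence means more inhibition of phage lysis; actives were called in the ten point dose series up to 300 µM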
# SV40 large T antigen: TAg ATPase/helicase activity blockers – biochemical (AID 1903) | SV40 large T antigen ATPase/helicase inhibition assay; higher % means a stronger effect | inhibition, % at 20 µM, or IC50 in µM where a hit was titrated | 310,000 tested, 0.39% active; in the data active = a potency from the dose series; inconclusive = inhibition mostly from about 32% at the one dose, without a potency; inactive = the rest, 99 in 100 with inhibition below about 32%; also: strong numbers were not always called active
# CSM14.1 death rescue: protection against thapsigargin-triggered cell killing – 384-well, CSM14.1, ATP luminescence, primary screen (AID 1222). CSM14.1 thapsigargin-induced death rescue, ATP luminescence; higher % means a stronger effect. one-dose cellular ATP content (survival), % at 20 µM; EC50 in µM for titrated hits. 190,000 tested, under 10 active;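 active = EC50 below 50 µM in the dose-response confirmation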;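 also: death triggered by thapsigargin at about 15 µM added after 2 h compound pretreatment; cell ATP read after overnight thapsigargin exposure of roughly 18 to 22 hours; normalized against plate controls of thapsigargin alone and 5% DMSO vehicle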
# West Nile virus CPE: West Nile virus antiviral activity, cell-based, CPE readout (AID 1621); 290,000 tested, 0.02% active; CPE inhibition, % at 10 µM, or IC50 in µM where a hit was titrated; West Nile virus-infected cells, CPE inhibition; higher % means a stronger effect; in the data active = a potency from the dose series; inconclusive = CPE inhibition mostly from about 3.7% at the one dose, without a potency; inactive = the rest, 99 in 100 with CPE inhibition below about 2.2%; also: strong numbers were not always called active
# WT yeast gro inh mutant strain: second read-out of WT yeast gro inh, no call of its own (marks repeat the call); inhibition, %; mitochondrial fusion phenotypic screen, mutant strain inhibition
# Dengue-2 NS5 capping pilot replicate: further read-out of Dengue-2 NS5 capping, marked with its call; inhibition, %; measured here: pilot screen replicate inhibition
# * hit, by the source's call; i = inactive; ? = inconclusive; . = no result given; & = joins results of further samples. Some of the compounds tested; the hit share may differ from the screen's.
SMILES,WT yeast gro inh,WT yeast gro inh mutant strain,XIAP displacement,Dengue-2 NS5 capping,Yfh1-depleted yeast,RSV CPE inhibition,K1F lysis inhibition,SV40 large T antigen,CSM14.1 death rescue,West Nile virus CPE,others
N#CCCn1cc(C(=O)Nc2ccc([N+](=O)[O-])cc2)c(-c2ccccc2)n1,.,.,.,-4.8%,i,0.8%,0.3%,11.6%,.,-0.2%,
CC(C)c1cc(Br)c(NC(=O)Nc2cccnc2)c(Br)c1,.,.,.,-7.9%,.,1.6%,0.1%,8.5%,.,-1.7%,
NCc1cc(=O)[nH]o1,.,.,.,-10.4%,.,3.5%,0.5%,27.8%,.,.,
COc1c2c(cc3c1OCO3)CCN(C)C2,.,.,.,5.1%,.,-1.0%,1.4%,5.9%,.,.,
O=C1C2CCN(CC2)C1Cc1ccc(OCc2ccccc2)cc1 (configuration not stated),21.9,31.6,-2.5%,-1.5%,i,-2.6%,-0.1%,7.7%,0.0%,1.4%,
O=Cc1cn(Cc2ccc(F)cc2)c2ccccc12,18.6,-4.8,-0.3%,-9.0%,i,1.1%,0.2%,8.8%,1.5%,0.6%,
O=C(Nc1ccc(F)cc1F)c1cccnc1Oc1cccc(C(F)(F)F)c1,-1.8,-1.0,-2.4%,-3.2%,i,1.0%,-0.2%,8.5%,-1.1%,0.2%,
C=CCn1c(O)c(C(C)=Nc2ccc(C(=O)O)cc2)c(=O)[nH]c1=O,.,.,.,-1.5%,i,0.4%,0.1%,4.6%,.,-0.3%,
CCCCn1c(O)c(/C=C/C=Nc2ccccc2)c(=O)[nH]c1=O,3.5,3.4,-9.3%,17.5%,i,0.9%,0.1%,13.9%,0.4%,1.8%,
NC1=NC(c2cccnc2)n2c(nc3ccccc32)N1 (configuration not stated),.,.,.,.,i,1.6%,.,8.0%,.,1.3%,
O=[N+]([O-])c1ccc(NCc2ccc(Cl)cc2)c2ccncc12,.,.,.,1.3%,.,16.6%,-0.2%,-2.7%,.,-0.1%,
CC(O)(CS(=O)(=O)c1cccc(C(F)(F)F)c1)C(=O)Nc1cccc(C(F)(F)F)c1 (configuration not stated),-5.1,6.8,1.8%,-6.5%,i,-0.1%,0.3%,12.2%,-3.3%,-1.3%,
CCOC(=O)c1ccc2[nH]c(-c3ccc(S(=O)(=O)F)cc3)cc(=O)c2c1,.,.,.,-0.7%,i,6.5%,0.0%,8.3%,.,0.7%,
CC1(C)C2SCC(=O)N2CCN1CC(=O)NN (configuration not stated),.,.,.,-5.4%,.,3.4%,6.2%,11.2%,.,0.0%,
COC(=O)C1=C(c2ccc(S(C)(=O)=O)cc2)C[C@@H]2CC[C@H]1N2C(=O)NCCO,.,.,.,-0.8%,i,0.8%,0.9%,2.7%,.,-1.0%,
Clc1ccccc1CN1CCN(c2ccccc2)CC1,6.2,6.9,-1.2%,3.5%,i,-0.9%,-0.6%,7.8%,-1.3%,0.0%,
Cc1ccccc1-n1c(-c2ccoc2)nc2ccccc2c1=O,-7.2,-2.8,-0.6%,2.2%,i,-0.5%,0.1%,6.9%,-0.9%,-0.8%,
Oc1c(Br)cc(Br)cc1Oc1ccc(Br)cc1Br,95.1,97.2,-4.2%,.,i,-3.1%,.,16.5%,4.5%,-1.2%,
Cn1c2ccccc2c2c(C(=O)N3CCC4(CC3)OCCO4)cn(C3CCCC3)c(=O)c21,3.1,-10.1,-3.3%,8.8%,i,10.1%,1.4%,4.7%,0.5%,1.1%,
CCOC(=O)C(=O)NC1CCSC1=O (configuration not stated),-5.0,-1.2,-5.8%,-2.8%,i,0.4%,0.4%,6.5%,-4.1%,0.2%,
C=C(C)c1cccc(C(C)(C)NC(=O)NC2CN3CCC2CC3)c1 (configuration not stated),-2.9,0.0,-2.1%,-0.7%,i,-0.8%,3.8%,2.4%,-1.1%,1.0%,
O=C(COC(=O)c1ccccc1)Nc1ccc(Cl)cc1C(=O)c1ccccc1,16.3,10.6,-6.9%,-3.2%,i,1.9%,-0.2%,-16.6%,-3.7%,-0.9%,
CC1=C(C(=O)N2CCC3(CC2)OCCO3)C2(CCC(C)CC2)OC1=O (configuration not stated),-20.2,-28.9,-6.2%,-3.4%,i,0.7%,-0.4%,0.7%,.,-0.2%,Dengue-2 NS5 capping pilot replicate=-2.9
Cc1nc2ccccc2c(=O)n1-c1ccc([N+](=O)[O-])cc1,.,.,.,7.4%,.,3.6%,-1.0%,-0.8%,.,-0.5%,
CC(NCc1ccc(Cl)c(Cl)c1)C(O)c1ccccc1 (configuration not stated),25.0,37.0,-3.2%,-4.8%,i,-2.7%,0.2%,2.3%,-1.8%,-0.8%,
Cc1sc2ccccc2c1CC1=NCCN1,.,.,.,2.2%,.,-1.4%,1.2%,22.7%,.,.,
CC12CCCCC1N(O)CN2O (configuration not stated),12.8,26.6,0.2%,2.0%,i,1.6%,0.3%,14.6%,1.3%,0.1%,
Cc1cccn2c(=O)c3cc(C(=O)N4CCC5(CC4)OCCO5)n(C)c3nc12,33.1,3.5,-8.1%,-9.4%,.,0.6%,0.2%,10.7%,2.4%,.,
CC1CC(OC(=O)c2ccccc2)CC(C)N1C (configuration not stated),-8.2,-10.1,-3.1%,-6.6%,i,1.4%,1.1%,9.6%,-1.5%,0.6%,
CCOC(=O)c1cccc(NC(=O)c2c(O)[nH]c(=O)[nH]c2=O)c1,.,.,.,2.4%,i,0.8%,-6.0%,8.4%,.,1.7%,
CN=C(SCC(=O)c1cccc(Cl)c1)c1c(O)n(C)c(=O)n(C)c1=O,.,.,.,16.9%,i,2.1%,0.4%,10.9%,.,0.1%,
C=Cn1ccnc1P(=S)(c1nccn1C=C)C1CCCCC1,19.7,4.4,-5.0%,-6.2%,i,-0.6%,4.0%,4.8%,0.4%,-0.3%,
CN(C)c1ccc(NC(=O)CN2C(=O)CN=C(c3ccccc3)c3cc(Cl)ccc32)cc1,16.9,10.5,2.3%,-0.7%,i,17.5%,0.5%,28.9%,2.0%,0.4%,
C[C@H](NC(=O)N1C[C@H]2C[C@@H](C1)c1cccc(=O)n1C2)C(=O)Nc1cccc(F)c1,.,.,.,0.0%,.,2.8%,0.8%,17.2%,.,-0.4%,
CC(=O)NC1C(OC(=O)Cc2ccccc2)OC(COC(C)=O)C(OC(C)=O)C1OC(C)=O (configuration not stated),12.2,8.2,-3.5%,-9.2%,i,0.8%,-0.2%,12.0%,-0.8%,-0.1%,
O=C1/C(=C\c2ccncc2)N2CCC1CC2,.,.,.,.,i,0.5%,.,2.6%,.,-0.1%,
CC(Cc1ccccc1)NC(=O)/C=C/C(=O)O (configuration not stated),-2.3,-15.8,-7.3%,-2.7%,i,0.9%,0.3%,5.7%,-0.8%,0.3%,
O=C1N(c2ccc(Cl)cc2)C(c2cccnc2)N2CCCN12 (configuration not stated),1.6,4.1,0.4%,-7.8%,i,-0.4%,-0.1%,0.5%,-2.8%,-0.1%,
CC1CCC(C(=O)NC(C(=O)N2CCC3(CC2)OCCO3)C(C)C)CC1 (configuration not stated),-11.5,-5.9,-2.8%,-0.7%,i,1.4%,0.0%,7.4%,-1.8%,0.5%,
CC[C@H]1CN(C)CCc2c([nH]c3ccccc23)C(=O)C[C@@H]1/C(=C\OC)C(=O)OC,.,.,.,-0.7%,i,.,0.2%,3.3%,.,-0.3%,
O=C(C(=O)N1CCOCC1)c1cn(Cc2ccccc2)c2ccccc12,-15.2,-6.9,0.0%,-9.0%,i,0.5%,0.3%,22.3%,-5.4%,-1.2%,
CCC(CC)NCc1c[nH]c2ccccc12,3.3,11.6,-7.0%,-6.4%,i,-0.8%,-0.1%,23.0%,-1.3%,-0.3%,
COc1cc2c3cc1Oc1cc(ccc1O)C[C@@H]1c4c(cc(OC)c(O)c4Oc4ccc(cc4)C[C@H]3N(C)CC2)CCN1C,-9.1,-34.4,-3.3%,-5.1%,i,0.3%,8.6%,33.5%&15.8%,22.7%,0.2%,
O=C(COc1ccc2ccccc2c1)N1CCN(C2CCN(Cc3ccccc3)CC2)CC1,2.9,25.4,-5.4%,-5.1%,i,8.4%,0.2%,2.3%,-2.0%,-1.5%,
CN1C(=O)N(C)C(=O)C2(Cc3cc([N+](=O)[O-])ccc3N(C)C2)C1=O,-9.8,1.3,-4.1%,-5.3%,i,-0.2%,0.4%,23.4%,-0.7%,0.2%,
Cc1ccc(OCC(=O)NCCN2CCN(C(=O)COc3ccc(C)cc3)CC2)cc1,-5.8,-7.3,-5.3%,-7.5%,i,1.0%,-0.2%,0.4%,-3.2%,0.2%,
O=C1CSC2N1CCNC21CCCCC1 (configuration not stated),29.1,21.7,-1.8%,9.3%,i,1.4%,1.8%,21.6%,0.3%,0.4%,
CC1CN2c3ccc([N+](=O)[O-])cc3CC3(C(=O)N(C)C(=O)N(C)C3=O)C2C(C)O1 (configuration not stated),.,.,.,-2.3%,?,.,2.1%,12.8%,.,0.1%,
CC(C)(C)n1cc(C(=O)c2ccc3ccccc3c2O)cn1,13.2,-2.3,-8.0%,.,i,3.1%,0.0%,2.6%,-1.9%,-1.2%,
CCOC(=O)c1ccc(N2C(=O)CC(N3CC=C(c4ccc(F)cc4)CC3)C2=O)cc1 (configuration not stated),2.5,1.2,-10.7%,-1.2%,i,1.7%,0.1%,13.4%,-1.8%,-0.6%,

# More structures follow:
SMILES,WT yeast gro inh,WT yeast gro inh mutant strain,XIAP displacement,Dengue-2 NS5 capping,Yfh1-depleted yeast,RSV CPE inhibition,K1F lysis inhibition,SV40 large T antigen,CSM14.1 death rescue,West Nile virus CPE,others
CCCC(=O)c1c(O)[nH]c(=O)[nH]c1=O,19.0,4.1,0.4%,-4.1%,i,-0.2%,-5.5%,3.3%,-3.9%,0.6%,
COc1ccccc1NC(=O)c1cn(CCC#N)nc1-c1ccc(F)cc1,.,.,.,-4.8%,.,2.3%,0.4%,14.7%,.,-0.4%,
Cc1ccc(C)c(NC(=O)CCNC(=O)N2C[C@H]3C[C@@H](C2)c2cccc(=O)n2C3)c1,.,.,.,0.0%,.,1.6%,3.1%,4.4%,.,0.0%,
N#CCCn1cc(C(=O)NCc2ccccc2)c(-c2ccc3c(c2)OCCO3)n1,-0.9,10.0,-3.3%,-5.2%,i,4.3%,0.2%,8.5%,-1.5%,-0.3%,
Cc1c(C(=O)Nc2ccccc2)cc(-c2ccccc2)n1CCCN1CCOCC1,.,.,.,.,i,1.0%,.,5.4%,.,-0.6%,
C[C@]12CC(=O)CC1CCC1C2CC[C@@]2(C)C1CC[C@@H]2O (some centres not stated),.,.,.,-9.8%,.,8.0%,0.5%,6.1%,.,-0.7%,
CCc1ccccc1NC(=O)CNCc1ccccc1,0.4,-16.2,-7.1%,-7.0%,i,0.6%,-1.4%,2.4%,-0.7%,0.1%,
